# mIAP act = increases mouse intestinal alkaline phosphatase activity; AID 2805; actives 0.24% (n = 330,000); activation factor at 10 µM; muIAP, CDP-Star luminescence, 30 min; hits give high values; 1 = vehicle-only enzyme signal, 0 = enzyme-free wells;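 active = activation factor of at least 2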; note: the source names both 10 and 20 µM as test concentration; values of inactives mirror those of a sister screen read the other way
#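 also added = chemiluminescent substrate CDP-Star | test system = mouse IAP enzyme | signal = chemiluminescence readout | compound = DMSO-dissolved test compounds | incubation = 30 min at room temperature | benchmarks = DMSO wells, no-enzyme wells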
# SENP1 inh = inhibitors of human SENP1 SUMO protease catalytic domain. Q9P0U3. recombinant SENP1 catalytic domain, CyPet-SUMO1-YPet FRET cleavage. inhibition, % at 10 µM. actives 0.21% (n = 360,000). AID 624204;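 active = inhibition at least 30% at 10 µM, raw YFP signal under a set limit, fluorescence ratio 0.5 to 1.5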;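 note: 0% = enzyme with DMSO and 100% = no enzyme wells; some results filed as inactive read as strong as hits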
# Target sequence (Q9P0U3 419-644 limits assumed): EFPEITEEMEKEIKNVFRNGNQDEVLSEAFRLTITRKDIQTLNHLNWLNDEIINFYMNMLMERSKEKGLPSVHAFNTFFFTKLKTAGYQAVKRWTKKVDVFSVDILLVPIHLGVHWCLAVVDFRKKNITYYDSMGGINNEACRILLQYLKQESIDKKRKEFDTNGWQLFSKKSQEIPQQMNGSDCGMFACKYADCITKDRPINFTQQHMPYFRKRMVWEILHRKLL
#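 Test system: recombinant human SENP1 catalytic domain, His6-tagged / Medium: pH 8 Tris buffer with EDTA, NaCl, BME, BSA, NP40, catalase / Also added: SUMO1 FRET substrate flanked by Cypet and Ypet, 25 nM / Times: 50 min reaction at room temperature / Signal: FRET, CFP and YFP emission / Control set: no-enzyme low control and enzyme-plus-DMSO high control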
# APOBEC3G inh = blocks human APOBEC3G single-stranded DNA deamination. Q9HC16. recombinant A3G, ssDNA deamination FAM/TAMRA fluorescence. inhibition, % at 20 µM. actives 0.28% (n = 330,000). AID 493012;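 active = inhibition of at least 40% at 20 µM, with no more than 30% in the related APOBEC3A deaminase screen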;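 note: plate controls were DMSO wells with A3G for no effect and wells lacking A3G enzyme for full effect; some compounds called inactive have numbers as strong as hits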
# MIN6 prolif = inducers of beta-cell replication in MIN6 cells | actives 0.29% (n = 330,000) | AID 2380 | MIN6 cells proliferation, ATPlite luminescence, 48 h; cells starved in 0.2% serum; 100% = growth in 10% serum | proliferation, % at 10 µM;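 active = compounds whose signal lies at least 3.5 SD above the mean of all wells on their plate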;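 note: 0% = DMSO-treated cells in low-serum medium and 100% = 10% serum control; some compounds called inactive have numbers as strong as hits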
# hIAP inh = blocks human intestinal alkaline phosphatase. inhibition, % at 10 µM. purified IAP, CDP-Star luminescence, 30 min. AID 2544. P09923. actives 0.12% (n = 330,000);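 active = inhibition reaching a set limit with compound at 10 µM in the primary screen, cut at about 35% in these data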;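 note: plate controls were DMSO wells with enzyme for no effect and no-enzyme buffer wells for full effect; values of inactives mirror those of a sister screen read the other way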
# Target sequence (P09923 whole entry, looked up): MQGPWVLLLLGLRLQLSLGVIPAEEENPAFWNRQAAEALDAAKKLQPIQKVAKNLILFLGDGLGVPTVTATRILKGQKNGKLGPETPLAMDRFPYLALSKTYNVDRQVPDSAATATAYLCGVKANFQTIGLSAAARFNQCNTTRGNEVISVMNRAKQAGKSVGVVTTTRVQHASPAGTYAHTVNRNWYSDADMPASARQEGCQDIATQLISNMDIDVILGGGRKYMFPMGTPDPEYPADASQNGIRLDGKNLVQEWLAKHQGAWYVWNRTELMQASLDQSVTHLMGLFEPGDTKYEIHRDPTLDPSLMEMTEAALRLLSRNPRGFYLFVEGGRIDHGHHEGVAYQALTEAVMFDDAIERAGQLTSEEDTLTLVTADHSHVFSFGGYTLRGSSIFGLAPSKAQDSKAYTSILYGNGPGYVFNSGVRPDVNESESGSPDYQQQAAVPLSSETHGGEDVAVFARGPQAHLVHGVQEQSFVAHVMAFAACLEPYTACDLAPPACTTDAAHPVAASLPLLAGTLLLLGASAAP
# A3A deaminase = blocks human APOBEC3A ssDNA deamination | P31941 | actives 0.41% (n = 330,000) | inhibition, % at 20 µM | recombinant A3A, FAM/TAMRA ssDNA deamination fluorescence;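 active = at least 40% inhibition at 20 µM here, with at most 30% in a related deaminase screen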;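 note: plate controls were A3A with DMSO for no effect and wells lacking A3A enzyme for full effect; some results filed as inactive read as strong as hits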
# Target sequence (P31941 whole entry, looked up): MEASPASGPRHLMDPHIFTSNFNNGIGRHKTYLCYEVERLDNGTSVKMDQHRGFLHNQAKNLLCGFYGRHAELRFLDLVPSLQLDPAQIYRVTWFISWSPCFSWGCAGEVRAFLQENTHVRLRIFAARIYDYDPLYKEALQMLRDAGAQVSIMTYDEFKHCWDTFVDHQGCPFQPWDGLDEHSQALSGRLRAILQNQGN
# NALP3 yeast inh = blocks the NALP3 inflammasome reconstituted in yeast. Yeast reconstituted NLRP3/ASC/caspase-1, beta-gal luminescence, 24 h. inhibition, % at 10 µM. actives 0.39% (n = 330,000);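 active = inhibition of 50% or more; inactive = inhibition below 50%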;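 note: plate controls were induced DMSO wells for no effect and uninduced yeast grown without galactose for full effect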
# hIAP activ = increases human intestinal alkaline phosphatase activity. AID 2524. purified human IAP, CDP-Star luminescence, 30 min; hits give high values; 1 = vehicle-only enzyme, 0 = enzyme-free background. actives 0.16% (n = 330,000). activation factor at 10 µM;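 active = activation factor of the enzyme at least 2-fold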; note: the source names both 10 and 20 µM as test concentration; values of inactives mirror those of a sister screen read the other way
# mIAP block = blocks mouse intestinal alkaline phosphatase. purified mouse IAP, CDP-Star luminescence, 30 min. inhibition, % at 10 µM. actives 0.2% (n = 330,000);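 active = inhibition of at least 40% at 10 µM in the primary screen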;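 note: plate controls were DMSO with enzyme for no effect and no enzyme wells for full effect; values of inactives mirror those of a sister screen read the other way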
# The depositor's hits bear a star.
compound	mIAP act	SENP1 inh	APOBEC3G inh	MIN6 prolif	hIAP inh	A3A deaminase	NALP3 yeast inh	hIAP activ	mIAP block
Cc1ccc(N2NC(=O)/C(=C/C=C/c3ccco3)C2=O)cc1C	0.94	-3	3	-3	10	8	5	0.9	6
COCCN(C(=O)c1ccc(N2C(=O)c3ccccc3C2=O)cc1)c1c(N)n(CC(C)C)c(=O)[nH]c1=O	0.99	-4	-7	1	4	-2	-1	0.96	1
Cc1ccc(CNC(=O)CC(C)S(=O)(=O)c2cc3c(cc2C)NC(=O)CO3)cc1 (configuration not stated)	0.99	0	2	-2	8	1	0	0.92	1
O=C(c1cc(-c2ccc(Cl)cc2)n(-c2ccc(Cl)c(Cl)c2)n1)N1CCOCC1	0.94	1	-6	-5	-6	4	3	1.1	6
CCN1CCCC1CN(Cc1cc2ccc(C)cc2[nH]c1=O)C(=S)Nc1ccc(OC)cc1 (configuration not stated)	1.1	-12	-8	-2	-2	6	4	1	-11
O=C(O)CCS(=O)(=O)c1ccccc1Cl	0.95	2	-6	-2	2	2	20	0.98	5
Cc1cc(C)c(NC(=O)COC(=O)C2CCC2)c(Cl)c1	0.99	0	-8	3	-30	-4	-2	1.3	1
O=C(Nc1ccc(Cl)cn1)c1ccc2[nH]c(=O)c(=O)[nH]c2c1	0.93	-5	1	0	11	-2	8	0.89	7
COc1ccc(CCNC(=O)c2cc(COc3c(C)cccc3C)on2)c(OC)c1	1.1	0	5	-2	0	3	7	1	-12
CCOc1ncccc1C(=O)NNC(=O)c1ccccc1-n1cccc1	0.95	1	-3	5	-16	8	14	1.2	5
CC(=O)C[C@H]1c2ccccc2S(=O)(=O)N1C1CCCC1	1.1	1	-1	-4	-3	2	-1	1	-7
CC(OC(=O)c1cc(=O)c2ccccc2o1)C(=O)c1ccccc1 (configuration not stated)	0.86	0	-5	-4	-10	0	16	1.1	14
COc1ccc(C)cc1C(=O)CCC(=O)NCCc1ccc(S(N)(=O)=O)cc1	0.98	-2	-2	-2	-8	-3	12	1.1	2
Cc1cccc(CCNS(=O)(=O)c2ccc3c(c2)n(C)c(=O)c(=O)n3C)c1	1	1	-5	1	6	0	20	0.94	-3
O=P(c1ccccc1)(c1ccccc1)c1nc(-c2ccccc2)oc1NCc1ccccc1	1.1	0	-16	-6	7	-2	20	0.93	-10
COc1ccc(N2CCN(C(=O)COc3ccc(Cl)cc3Cl)CC2)cc1	0.92	1	-9	0	-3	-6	13	1	8
Cn1c(SCC(=O)Nc2cccc(C(=O)O)c2)nnc1-c1cc2cc(Br)ccc2o1	0.95	2	-3	-1	12	0	13	0.88	5
COc1ccc(CNC(=O)c2ccc(SC)cc2OC)cc1	0.93	-3	-1	2	-16	4	19	1.2	8
COc1cccc(N2CCN(C(=O)CCNS(=O)(=O)c3ccc(F)c(F)c3)CC2)c1	1.1	11	-3	-4	0	-3	-2	1	-12
Cn1c(=O)c(C(=O)CCl)c(N)n(Cc2ccccc2)c1=O	0.94	2	-4	-6	0	1	5	1	6
CN(CC(=O)Nc1ccc(Cl)cc1)C(=O)c1ccc(-n2cncn2)c([N+](=O)[O-])c1	0.94	1	-1	6	13	0	13	0.87	6
COc1cc(C(=O)N2CCN(C(=O)COc3ccc4ccccc4c3)CC2)cc(OC)c1OC	1	1	-5	-3	-13	-14	12	1.1	0
CCCC(NS(=O)(=O)c1ccc(C)cc1)C(=O)O (configuration not stated)	0.99	3	-4	1	1	-2	11	0.99	1
O=C(O)c1ccc(OCc2cn3ccccc3n2)cc1	1	0	-2	0	1	-1	11	0.99	-1

# Gathered by group: the compounds so far with sulfur
compound	mIAP act	SENP1 inh	APOBEC3G inh	MIN6 prolif	hIAP inh	A3A deaminase	NALP3 yeast inh	hIAP activ	mIAP block
Cc1ccc(CNC(=O)CC(C)S(=O)(=O)c2cc3c(cc2C)NC(=O)CO3)cc1 (configuration not stated)	0.99	0	2	-2	8	1	0	0.92	1
CCN1CCCC1CN(Cc1cc2ccc(C)cc2[nH]c1=O)C(=S)Nc1ccc(OC)cc1 (configuration not stated)	1.1	-12	-8	-2	-2	6	4	1	-11
O=C(O)CCS(=O)(=O)c1ccccc1Cl	0.95	2	-6	-2	2	2	20	0.98	5
CC(=O)C[C@H]1c2ccccc2S(=O)(=O)N1C1CCCC1	1.1	1	-1	-4	-3	2	-1	1	-7
COc1ccc(C)cc1C(=O)CCC(=O)NCCc1ccc(S(N)(=O)=O)cc1	0.98	-2	-2	-2	-8	-3	12	1.1	2
Cc1cccc(CCNS(=O)(=O)c2ccc3c(c2)n(C)c(=O)c(=O)n3C)c1	1	1	-5	1	6	0	20	0.94	-3
Cn1c(SCC(=O)Nc2cccc(C(=O)O)c2)nnc1-c1cc2cc(Br)ccc2o1	0.95	2	-3	-1	12	0	13	0.88	5
COc1ccc(CNC(=O)c2ccc(SC)cc2OC)cc1	0.93	-3	-1	2	-16	4	19	1.2	8
COc1cccc(N2CCN(C(=O)CCNS(=O)(=O)c3ccc(F)c(F)c3)CC2)c1	1.1	11	-3	-4	0	-3	-2	1	-12
CCCC(NS(=O)(=O)c1ccc(C)cc1)C(=O)O (configuration not stated)	0.99	3	-4	1	1	-2	11	0.99	1

# Other structures
compound	mIAP act	SENP1 inh	APOBEC3G inh	MIN6 prolif	hIAP inh	A3A deaminase	NALP3 yeast inh	hIAP activ	mIAP block
COc1cc(/C=C/C(=O)O)cc(S(=O)(=O)Nc2cccc(SC)c2)c1OC	1	1	0	-1	7	0	6	0.93	-5
c1ccc(Cc2nc(-c3ccccn3)no2)cc1	0.91	-2	-3	1	-14	-4	20	1.1	10
Cc1cc(S(=O)(=O)NCC(C)C)ccc1OCC(=O)NCc1ccco1	0.98	-2	-10	-1	-2	-2	11	1	2
CNc1nc(OCC#N)nc(N2CCCCC2)n1	0.93	0	-6	3	-4	-3	-9	1	7
CCC1SC2=NCCN2C1(O)c1ccc(Cl)cc1 (configuration not stated)	0.94	1	1	-5	0	1	-3	0.99	6
COC(=O)CN1C(=O)C(O)(CC(=O)c2ccc(Cl)cc2)c2ccccc21 (configuration not stated)	0.98	4	2	0	-1	1	10	1	2
Cc1cc(C)n(Cc2ccc(C(=O)NN)o2)n1	0.94	2	0	-3	-2	5	-21	1	6
CCOc1ccc(-c2nnn(CC(=O)NCc3ccc4c(c3)OCO4)n2)cc1	1.1	4	0	-2	-10	-1	16	1.1	-14
O=C(O)c1ccc(NC(=O)C2C3CCC(C3)C2C(=O)O)cc1 (configuration not stated)	0.99	1	-5	0	22	-2	23	0.78	1
C[C@]1(C(=O)NCCN2CCOCC2)C=C[C@@H](Cc2ccccc2)N1C(=O)c1ccccc1	0.95	-2	-10	0	5	-2	9	0.95	5
COc1ccc(OCC(O)CNC(=O)c2ccc(C)cc2)cc1 (configuration not stated)	1	1	2	-2	-22	1	14	1.2	-3
CCOc1ccccc1Oc1nc(-c2ccccc2O)nc2ccccc12	0.94	1	-4	-3	-2	-2	24	1	6
COc1cc2c(cc1OC)C1C/C(=N\O)C(CC(C)C)CN1CC2 (configuration not stated)	1.1	-5	3	-4	-6	4	10	1.1	-12
COC(=O)c1cc(C(=O)Nc2nnc(CC(C)C)s2)cc([N+](=O)[O-])c1	1	-64	-7	0	-8	1	5	1.1	-3
COc1cccc(NCc2cc(=O)oc3cc(C)c(C(C)C)cc23)c1	1.1	-6	3	-7	11	0	-3	0.89	-8
O=C(Nc1cccc(C(F)(F)F)c1)C(SCCO)c1ccccc1 (configuration not stated)	1	-2	-5	-4	2	-3	5	0.98	-5
COc1ccc(C(=O)NC(NC(=O)c2ccc(OC)c(OC)c2)c2ccccc2F)cc1OC	1.7	-2	5	2	-2	2	13	1	-68
Cc1cc(NC(=O)c2ccc(Cl)cc2)c(C)cc1O	1	2	-7	0	-1	-3	-3	1	-1
CCCS(=O)(=O)N1CCC(C(=O)NCc2ccco2)CC1	1	-1	-4	-1	-8	1	13	1.1	-3
CN(C(=O)c1cnccn1)c1c(N)n(Cc2ccccc2)c(=O)[nH]c1=O	1	3	-6	1	9	1	20	0.91	-1
COc1ccc(S(=O)(=O)NNC(=S)NCCc2ccccc2)c(OC)c1	1	2	-7	-3	-9	-2	13	1.1	-2
CCCCCNC(=O)CCn1c(=O)oc2ccccc21	1	1	-2	-3	0	-2	-15	1	-4
CN(Cc1cccc(F)c1)C(=O)CSc1nnc(C2CC2)n1C1CC1	1	0	-11	2	9	-3	5	0.91	-2
COc1ccc(OC)c(NC(=S)NC(=O)c2ccc(Br)o2)c1	0.97	-2	-8	2	10	-4	8	0.91	2

# 3 compounds out of the list, sorted by molar mass, ascending:
compound	mIAP act	SENP1 inh	APOBEC3G inh	MIN6 prolif	hIAP inh	A3A deaminase	NALP3 yeast inh	hIAP activ	mIAP block
Cc1cc(NC(=O)c2ccc(Cl)cc2)c(C)cc1O	1	2	-7	0	-1	-3	-3	1	-1
COc1cc2c(cc1OC)C1C/C(=N\O)C(CC(C)C)CN1CC2 (configuration not stated)	1.1	-5	3	-4	-6	4	10	1.1	-12
O=C(Nc1cccc(C(F)(F)F)c1)C(SCCO)c1ccccc1 (configuration not stated)	1	-2	-5	-4	2	-3	5	0.98	-5

# Remaining list, next part.
compound	mIAP act	SENP1 inh	APOBEC3G inh	MIN6 prolif	hIAP inh	A3A deaminase	NALP3 yeast inh	hIAP activ	mIAP block
CC(=O)Nc1nnc(Cc2ccccc2)s1	0.93	1	-6	1	0	-4	0	1	7
O=C(N/N=C/c1cccnc1)c1sc2ccccc2c1Cl	0.94	0	-1	9	0	2	27	1	6
CC(C)n1nnnc1SCC(=O)N1CCN(C(=O)c2ccco2)CC1	0.83	2	-1	-1	-2	-1	4	1	17
N=C1C(c2nc3ccccc3s2)=C(O)CN1CCCO	0.97	-4	0	-1	-18	-2	-5	1.2	3
CCCCN1C(=O)N(c2nnc(C(C)(C)C)s2)C(O)C1c1ccc(C)cc1 (configuration not stated)	1.1	2	-8	0	-15	-2	6	1.1	-6
Cc1cc(NC(=O)/C(C#N)=C/c2ccc(-c3cccc(C(F)(F)F)c3)o2)n(-c2ccccc2)n1	0.92	-27	-6	-5	-2	-1	19	1	8

# Source: PubChem BioAssay

# Some of the compounds tested; count on the stated rates, not on these rows.
